ERK EGF block: inhibitors of EGF-stimulated ERK signaling pathway | Potency, µM (highest dose often 11.5 µM), for inactives: at the top dose activity change, negative = inhibition, actives largely listed as inhibitors | 0.41% of 130,000 active | HEK293-V1b, EGF-stimulated phospho-ERK AlphaScreen; active = well fitted inhibition curve with a large enough effect; inconclusive = small, poorly fitted or top-dose-only effect, or effect the other way;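 also: plate controls were stimulated vehicle wells for no effect and unstimulated vehicle basal for full effect; nearly all actives have a fitted effect of over 55% in size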
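EGF-stimulated (25 nM, 5 min) phospho-ERK in HEK293 cells stably expressing V1b, cells pretreated 30 min with compound at 37C. Homogeneous AlphaScreen read on lysates.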
* = called active by the depositor; ? = inconclusive; & = joins results of further samples; [ ] = another dose, or the depositor's remark. Potency is read from the fitted curve at half-maximal effect.

Compound,ERK EGF block
Cc1cccc(NC(=S)NNC(=O)c2csc(C(C)C)c2)c1,?
COc1ccccc1S(=O)Cc1ccc(C(=O)O)o1 (stereo not drawn),-4%[57.5 µM]
COc1cc(NC(=O)C/C(C)=N/NC(=O)Cc2ccc(Cl)cc2)c(OC)cc1Cl,-1%
C/C(=N\O)C(=O)NCCN(C)C,-9%
COc1ccc(N(CN2C(=O)C3C4C=CC(C4)C3C2=O)C(=O)c2ccco2)cc1 (stereo not drawn),8%[57.5 µM]
COc1cc(C(=O)OCC(=O)NC(=O)c2cccn2C)ccc1OC(F)F,8%
COC(=O)[C@@H](N)Cc1ccc(O)c(O)c1,8%
CCOc1ccc(Oc2c(/C=N/NC(N)=O)c(C)nn2-c2ccccc2)cc1,5%
Cn1cc(CNCCN2CCCCC2=O)c(-c2cccc(Cl)c2)n1,8%
CCc1cc(C(=O)NNC(=S)Nc2cc(C)ccc2C)cs1,1%
COc1ccc(-n2c(-c3ccc(Br)cc3)nc(=S)c3c2CCCC3)cc1,9%
COc1cccc(N2CCN(S(=O)(=O)c3cccc4nsnc34)CC2)c1,-3%
Cc1cc(=O)nc2c3ccccc3n(C(C)C(=O)Nc3cc(F)ccc3F)n12 (stereo not drawn),-1%[57.5 µM]
CC(C)CCn1c(=O)c2ccccc2n2c(CN3CCCC3)nnc12,0%
Cn1cc(S(=O)(=O)N2CCC3(CC2)OCCO3)c(=O)n(C)c1=O,-12%[57.5 µM]
Cc1onc(-c2c(F)cccc2Cl)c1C(=O)c1ccc(F)cc1,-1%[57.5 µM]
O=C(Oc1ccc2ccc(=O)oc2c1)C1CCCCC1,-7%
Cc1c(Cl)c([N+](=O)[O-])nn1CCCC(=O)Nc1cccnc1,2%
COc1ccccc1OCCSc1nc(N)cc(N)n1,6%
CCn1c(SCC(=O)NNC(=O)c2ccco2)nnc1-c1ccco1,-2%
Cc1cccc2nc(COc3ccc(-c4ccccc4)cc3)cn12,5%
Cc1cc(C)nc(N2CCC(C(=O)NCCc3ccc(Cl)cc3)CC2)n1,?
CCOCCCn1c(SCC(=O)NCc2ccc3c(c2)OCO3)nc2ccccc2c1=O,4%
CC(=O)Nc1ccc(NC(=O)CN(c2cc(Cl)ccc2Cl)S(C)(=O)=O)cc1,-4%
COC(=O)C1(C(C[N+](=O)[O-])c2ccco2)C(=O)NCC1c1ccccc1 (stereo not drawn),10%[57.5 µM]

Reformatted as labelled records: four of the compounds above
> COc1cc(NC(=O)C/C(C)=N/NC(=O)Cc2ccc(Cl)cc2)c(OC)cc1Cl
  ERK EGF block = -1%
> COc1cc(C(=O)OCC(=O)NC(=O)c2cccn2C)ccc1OC(F)F
  ERK EGF block = 8%
> COc1cccc(N2CCN(S(=O)(=O)c3cccc4nsnc34)CC2)c1
  ERK EGF block = -3%
> COC(=O)[C@@H](N)Cc1ccc(O)c(O)c1
  ERK EGF block = 8%

More results
Compound,ERK EGF block
C/C(=N\N=C1\NC(=O)C(CC(=O)NCc2ccccc2)S1)C(C)C (stereo not drawn),-3%
Cc1cc(C(=O)CN2C(=O)C(=O)N(Cc3ccccc3)C2=O)c(C)n1CC1COc2ccccc2O1 (stereo not drawn),-1%
COc1cc(C(=O)Nc2ccc3c(c2)OCO3)ccc1OCc1c(C)noc1C,-12%
Cc1ccc(NC(=O)CN(C)C(=O)c2cc3ccccc3o2)cc1,1%
Nc1nc(CSc2nnc(-c3cccc(F)c3)n2-c2ccccc2)nc(N2CCOCC2)n1,13%
O=c1[nH]c(CSc2ncc(C(F)(F)F)cc2Cl)nc2cc(C(F)(F)F)ccc12,1%[57.5 µM]
O=C(Nc1ccccc1)Nc1snnc1C(=O)Nc1cccc(O)c1,-2%
Cc1ccc(C)c(CSCC(=O)NCc2cccs2)c1,0%
COc1cc(OC)c(/C=N/n2c(C)nnc2C)c(OC)c1,1%
CCN(CC)S(=O)(=O)c1cccc(NC(=O)c2ccc(-n3nc(C)cc3C)cc2)c1,?
O=C(NCCCn1ccnc1)/C(=C\c1cccs1)NC(=O)c1ccco1,-3%
Cn1c(SCc2ccccc2[N+](=O)[O-])nnc1-c1cccnc1,-1%
O=C(COC(=O)C1CCC(=O)N1)Nc1ccccc1Br (stereo not drawn),-5%
O=C(COC(=O)/C=C/c1ccccc1Cl)NC(=O)Cc1ccccc1,8%
O=C(CCl)Nc1ccccc1C(=O)Nc1ccc2c(c1)OCO2,5%[57.5 µM]
CC(/C=N/n1cnnc1)=C\c1ccco1,7%
O=C(CCC(=O)N1CCN(S(=O)(=O)c2ccc(Cl)cc2)CC1)NCc1ccccc1,1%
Cc1ncc(C(=O)O)c(C(=O)O)c1N,-16%[57.5 µM]
COc1ccccc1OCC#CCSc1ncccn1,-4%
C[C@]12CC[C@@H]3c4ccc(O)cc4CC[C@H]3[C@@H]1C[C@@H](O)[C@@H]2O,0%
Cc1cc(=O)n2[nH]c(SCc3ccc(Cl)cc3)nc2n1,7%[57.5 µM]
CCOC(=O)C(=Cc1ccc(-n2cncn2)cc1)C(=O)OCC,-2%
NS(=O)(=O)c1ccc(NC(=O)Nc2cccc(Cl)c2)cc1,-2%
O=C(CSc1nc(C2CCCCC2)nc2ccccc12)NCc1ccc2c(c1)OCO2,0%
CC(=O)Nc1cc(N=Cc2ccc(O)cc2O)c(Cl)cc1Cl,1%
O=C(NCc1ccccc1)C1CCCN1S(=O)(=O)c1cccc2cccnc12 (stereo not drawn),-3%
COc1cc2c3nnc(-c4ccc(F)cc4)c-3cn(Cc3cccc(F)c3)c2cc1OC,8%
CCOC(=O)C1(CC2CCCCO2)CCN(C(=O)Nc2ccc(SC)cc2)CC1 (stereo not drawn),-2%
O=C(NC(=S)N1CCN(c2ccc([N+](=O)[O-])cc2)CC1)c1ccc(F)cc1,9%
NS(=O)(=O)c1ccc(CNC(=O)CSc2ccccc2)cc1,-8%
OCCNCc1ccc(OCc2ccc(Cl)cc2Cl)cc1,-9%
COC(=O)[C@H](Cc1ccccc1)NC(=O)O[C@H]1C(=O)c2ccc(OC)cc2O[C@@H]1c1ccc2c(c1)OCO2,-14%&-6%
COc1cccc(C(=O)N2CCN(C3CCN(Cc4ccccc4)CC3)CC2)c1OC,-7%[57.5 µM]
Cc1nn(C)c(C)c1NC(=O)CC12CC3CC(CC(C3)C1)C2,-1%
CC(C)=C1C(=O)NN(c2ccc(C)c(Cl)c2)C1=O,1%
O=C(NCc1ccccc1Cl)c1cnccc1C(F)(F)F,-19%[57.5 µM]
CCOC(=O)c1c(C)oc2ccc(OS(C)(=O)=O)cc12,-2%
Cc1[nH]c(=O)[nH]c(=O)c1S(=O)(=O)N1CCCC(C(=O)N2CCN(c3cccc(C(F)(F)F)c3)CC2)C1 (stereo not drawn),-2%
C/C(=N\NC(=O)COc1ccc(C#N)cc1)c1ccc(N2CCOCC2)cc1,1%
O=[N+]([O-])c1cccc(CSc2cccc[n+]2[O-])c1,-16%
COc1ccc(S(=O)(=O)N2CCCCCC2)cc1Br,-17%
Cc1cc(C)c(C#N)c(SCc2c(F)cccc2[N+](=O)[O-])n1,9%
COC(=O)CCC(=O)OC1(C)C(=O)C=C2C=C(C3CC3)OC=C2C1=O (stereo not drawn),-7%
COc1ccccc1/C(O)=C(\C#N)c1nc2ccccc2[nH]1,-2%
COC(=O)C1C(O)=C(C=Nc2ccc3ccccc3c2)C(=O)CC1(C)C (stereo not drawn),-7%
O=C(NNc1nc2ccccc2s1)Nc1ccc(Cl)c(Cl)c1,-5%[57.5 µM]
COc1cc(O)c(C(CC(=O)N2CCN(c3ccccc3)CC2)c2cc(OC)c(OC)c(OC)c2)c(OC)c1 (stereo not drawn),2%[57.5 µM]
COC(=O)[C@@H]1C[C@H]1[C@@H](NC(=O)c1cc(C)on1)c1ccccc1,-15%
CCOc1ccc(NC(=O)CC2C(=O)N(c3cccc(OC)c3)C(=O)N2CCOC)cc1 (stereo not drawn),14%[57.5 µM]
Cc1occc1C(=O)NNC(=O)c1nn(C)c(=O)c2ccccc12,4%

More structures
mol | ERK EGF block
CSc1ccc(-c2ccco2)nn1 | 17%
COc1ccccc1NC(=S)NNC(=O)c1nn(C)c(C)c1Br | 7%
Cc1ccsc1C(=O)OCC(=O)N1CCc2ccccc2C1 | -4%
Cc1cccc(-c2nc(Nc3ccc(N4CCOCC4)cc3)c3ccccc3n2)c1 | -15%
Cc1ccc(S(=O)(=O)N(C)C)cc1NC(=O)C(C)OC(=O)/C=C/c1cccs1 (stereo not drawn) | 15%[57.5 µM]
COC(=O)N1CCC2(CCCN(c3ccc(-c4ccccc4)cc3)C2)CC1 | ?
CCCCn1cnc2c(sc3nc4c(cc32)CSC(C)(C)C4)c1=O | -9%
O=C(CCC(=O)Nc1ccccc1Cl)N/N=C1\CCCc2ccccc21 | 9%
O=[N+]([O-])c1cccc(S(=O)(=O)N/N=C/c2ccc(O)cc2)c1 | 5%
CN(CCc1ccccn1)C(=O)CCC1CCCN(C(=O)c2n[nH]c3c2CCCC3)C1 (stereo not drawn) | 5%
Cc1ccc(OCCN2CCN(c3nc(NCc4ccco4)c4ccccc4n3)CC2)cc1 | 1%
CCOC(=O)C1=NN(C(C)=O)C2(CC(=O)N(c3ccc(C)c(C)c3)C2=O)C1 (stereo not drawn) | -3%
Cc1ccc(C)c(NC(=O)C(NCC(C)(C)N2CCOCC2)c2ccccc2)c1 (stereo not drawn) | 2%
CCNc1nc(=S)nc(NC(C)C)[nH]1 | 10%
O=C(CCc1nnc(CCCCc2ccccc2)o1)NCCn1cccn1 | -1%
Cc1cc(=O)[nH]c(N/N=C/C(C)c2ccccc2)n1 (stereo not drawn) | -14%[57.5 µM]
Cc1cc(S(=O)(=O)NC2CCCCC2)ccc1-n1cnnn1 | -5%
CCOc1ccc(OCCn2ccnc2)cc1 | 5%
Cc1cccc(NC(=O)c2cc3c([nH]c4ccccc43)c(C)n2)c1C | 12%
Cc1nc(NC(=O)C2CCCCC2)sc1C | -1%
O=c1oc(-c2cccs2)nc2ccc(Cl)cc12 | 3%
CC(C)c1ccccc1-n1cc[nH]c1=S | -1%
COc1ccccc1N1CCN(/N=C/c2cccc(OC)c2O)CC1 | -9%
O=C(CCNC(=O)c1ccc([N+](=O)[O-])cc1)Nc1ccccc1N1CCOCC1 | 0%
Cc1ccc(NC(c2ccccc2)c2nc3ccccc3[nH]c2=O)cc1 (stereo not drawn) | 5%[57.5 µM]
COc1ccc(CCNC(=O)C23CCC(C)(C(=O)C2=O)C3(C)C)cc1OC (stereo not drawn) | 6%
CCCNC(=O)CC(NS(=O)(=O)c1ccc(NC(C)=O)cc1)C(C)C (stereo not drawn) | -20%
O=C(NC1CCCC1)C(=O)N(Cc1cccnc1)C(C(=O)NC1CCCC1)c1ccco1 (stereo not drawn) | -2%
O=C(Nc1ccccc1O)c1cccc(S(=O)(=O)N2CCOCC2)c1 | 6%
O=C(Cn1nnc2ccccc2c1=O)N[C@@H](Cc1ccccc1)C(=O)O | -4%[57.5 µM]
COc1cccc(N/C(SCc2cccc([N+](=O)[O-])c2)=C(/C#N)C(N)=O)c1 | -12%
CC(NC(=O)/C(C#N)=C/c1cn(-c2ccccc2)nc1-c1ccc(F)cc1)c1ccccc1 (stereo not drawn) | 4%
CCCC(=O)Nc1c2c(nc3ccccc13)N(c1ccccc1)CC2 | -3%[57.5 µM]
Cc1ccc(OCCNc2ccc(C(F)(F)F)cc2[N+](=O)[O-])cc1 | -7%
CC(=O)Nc1nc(-c2ccc3c(c2)OCO3)cs1 | 0%[57.5 µM]
S=C(NCc1ccccn1)Nc1ccc(Br)cc1Cl | -5%
COc1ccc(OCc2n(CC(=O)OC3CC(C)CCC3C(C)C)c3ccccc3[n+]2C)cc1 (stereo not drawn) | ?
COc1nccc(C(F)(F)F)c1C(=O)Nc1ccc(Cl)cc1 | -9%[57.5 µM]
C/C(=N\Nc1ccc2nncn2n1)c1ccc(Cl)s1 | -1%[57.5 µM]
CCOc1nc(-c2ccc(Cl)cc2)nc2ccccc12 | -10%
CC(=O)NCCC1CCN(c2nc3nonc3nc2N(C)Cc2ccccc2)CC1 | 1%
CCN1CCCC1CNC(=O)c1ccc(Sc2ccc(F)cc2)c([N+](=O)[O-])c1 (stereo not drawn) | 2%
CCN(CC)CC(O)Cn1c(-c2cccc(Cl)c2)nc2cc(C)c(C)cc21 (stereo not drawn) | 0%[57.5 µM]
COc1cc(C(=O)NCCCc2nc3ccccc3n2Cc2cc(C)ccc2C)cc(OC)c1OC | ?
CCOC(=O)Cc1cnc(NC(=O)CSc2nc(C)c(CC)c(=O)[nH]2)s1 | -5%
CN(C(=O)CCl)C1CCCc2ccccc21 (stereo not drawn) | -14%

Six compounds picked at random from those above:
mol | ERK EGF block
COc1cccc(N/C(SCc2cccc([N+](=O)[O-])c2)=C(/C#N)C(N)=O)c1 | -12%
CCOC(=O)Cc1cnc(NC(=O)CSc2nc(C)c(CC)c(=O)[nH]2)s1 | -5%
CCOc1nc(-c2ccc(Cl)cc2)nc2ccccc12 | -10%
CCN(CC)CC(O)Cn1c(-c2cccc(Cl)c2)nc2cc(C)c(C)cc21 (stereo not drawn) | 0%[57.5 µM]
S=C(NCc1ccccn1)Nc1ccc(Br)cc1Cl | -5%
COc1cc(C(=O)NCCCc2nc3ccccc3n2Cc2cc(C)ccc2C)cc(OC)c1OC | ?

From PubChem

An excerpt, so the mix of outcomes need not match the whole.
